Assay outcomes from PubChem BioAssay.
PPARg SRC2 recr: agonists of PPARg-SRC-2 recruitment, primary screen, biochemical, HTS; PPARgamma LBD-SRC-2 recruitment; hit rate 0.34% among 200,000; activation, % at 8 µM; AID 1032, 2008; in the data active means activation above about 22%;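 further: 0% = vehicle and 100% = reference agonist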
TR-FRET SRC-2 ct: TR-FRET signal artefacts, primary screen, artefact control for PPARgamma SRC-2 agonist project, biochemical; TR-FRET artefact counter-screen; hits give high values; TR-FRET ratio at 8 µM; hit rate 0.4% among 200,000; in the data active means TR-FRET ratio above about 2000; further: inactives centre near 1500
STAT1 inh: STAT1 signaling inhibitors, primary screen, cell-based, HTS, luciferase reporter; NIH 3T3 STAT1-luciferase reporter, IFN-gamma, luminescence; inhibition, % at 5.5 µM; hit rate 0.35% among 200,000; AID 920, 2007;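 active means inhibition above a set limit, the mean inhibition across all tested compounds plus 3 SD, cut at about 34% in these data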;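 further: 0% = IFN-gamma with DMSO and 100% = IFN-gamma with 300 µM nifuroxazide; values of inactives mirror those of a sister screen read the other way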
STAT3 blocker: IL-6 driven STAT3 reporter inhibitors, primary screen, U3A cells, luciferase, luminescence, MLSCN library; hit rate 0.89% among 190,000; AID 862, 2007; inhibition, % at 5.5 µM; IL-6 STAT3-luciferase reporter; host cell line lacks STAT1;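 active means inhibition above the mean inhibition across all screened compounds plus 3 SD, cut at about 44% in these data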;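 further: 0% = DMSO only wells and 100% = 100 µM nifuroxazide control wells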
bIAP inh: bovine intestinal alkaline phosphatase inhibitors, primary screen, selectivity assay for TNAP inhibitor project, biochemical, bovine IAP, CDP-star luminescence. inhibition, % at 20 µM. purified bovine IAP, 30 min. alkaline phosphatase, intestinal [Bos taurus]. 190,000 tested, under 10 active. AID 1019, 2008;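 active means over 50% inhibition of intestinal alkaline phosphatase at 20 µM in the single-dose screen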
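Incubation: 30 min reaction at room temperature / Material: purified bovine intestinal alkaline phosphatase (IAP) enzyme / Input: enzyme at 1/65,000,000 dilution / Dosing: 20 µM single dose / Signal: CDP-star luminescence signal / Reagent: CDP-star chemiluminescent phosphatase substrate, 30 µM final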
ROMK primary: ROMK potassium channel modulators, primary screen, cell-based, thallium flux, MLSMR library; ATP-sensitive inward rectifier potassium channel 1 (Homo sapiens), P48048; Tet-inducible ROMK, thallium flux fluorescence; actives lie on both sides; B-score at 10 µM; hit rate 2% among 130,000; AID 1918, 2009;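 active means signal ratio slope over the read window, or its plate-corrected B-score, at least 3 SD from the plate mean, either direction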;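 further: B-score of the F/F0 ratio slope over 7 to 12 s after thallium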
Target sequence (P48048 whole entry, looked up): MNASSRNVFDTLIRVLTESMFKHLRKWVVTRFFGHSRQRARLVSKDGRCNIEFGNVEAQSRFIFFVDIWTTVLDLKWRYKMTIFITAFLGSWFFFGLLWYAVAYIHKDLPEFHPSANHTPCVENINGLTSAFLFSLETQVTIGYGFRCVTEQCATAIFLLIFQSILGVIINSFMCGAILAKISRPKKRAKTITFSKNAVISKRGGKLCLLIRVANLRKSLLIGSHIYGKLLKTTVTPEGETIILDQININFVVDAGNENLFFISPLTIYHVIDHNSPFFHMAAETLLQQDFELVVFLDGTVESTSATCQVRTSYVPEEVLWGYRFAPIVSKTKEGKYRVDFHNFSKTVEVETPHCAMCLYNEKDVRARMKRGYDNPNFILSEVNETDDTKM
PPARg SRC1 recr: PPARgamma agonists recruiting SRC-1 coactivator, primary screen, biochemical. PPARgamma-SRC-1 coactivator recruitment biochemical assay. activation, % at 8 µM. Peroxisome proliferator-activated receptor gamma (Homo sapiens), P37231. hit rate 0.41% among 200,000; in the data active means activation above about 19%;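 further: 0% = DMSO and 100% = reference agonist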
TNAP act hi DEA: TNAP activators at high phosphate acceptor level, primary screen, biochemical, luminescence, uHTS | Alkaline phosphatase, tissue-nonspecific isozyme (Homo sapiens), P05186 | AID 1136, 2008 | activation factor at 20 µM | purified TNAP, CDP-star luminescence, 1 M DEA, 30 min; hits give high values; 0 = EDTA background, 1 = DMSO-only activity | 200,000 tested, under 10 active;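 active means activation factor at least 2 at 20 µM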
Target sequence (P05186 whole entry, looked up): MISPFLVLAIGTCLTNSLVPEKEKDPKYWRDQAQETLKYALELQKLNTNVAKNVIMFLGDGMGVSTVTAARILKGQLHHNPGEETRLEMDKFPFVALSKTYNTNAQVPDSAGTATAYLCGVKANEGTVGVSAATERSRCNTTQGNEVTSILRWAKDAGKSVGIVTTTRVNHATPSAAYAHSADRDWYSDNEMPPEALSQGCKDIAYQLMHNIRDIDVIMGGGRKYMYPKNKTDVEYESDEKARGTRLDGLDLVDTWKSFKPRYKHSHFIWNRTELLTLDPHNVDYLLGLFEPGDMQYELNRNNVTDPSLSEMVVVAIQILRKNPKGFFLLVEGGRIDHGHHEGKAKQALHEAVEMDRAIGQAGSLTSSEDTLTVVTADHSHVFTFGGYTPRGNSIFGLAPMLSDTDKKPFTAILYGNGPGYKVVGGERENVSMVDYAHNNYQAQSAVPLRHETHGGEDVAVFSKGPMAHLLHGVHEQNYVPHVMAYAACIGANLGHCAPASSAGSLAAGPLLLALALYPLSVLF
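Test system – human TNAP · Doses – 20 µM single point · Incubation – 30 min, room temperature · Signal – luminescent substrate turnover signal · Read-out basis – activation factor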
bIAP act: bovine intestinal alkaline phosphatase activators, primary screen, biochemical, bovine IAP, CDP-star luminescence. alkaline phosphatase, intestinal [Bos taurus]. purified bovine IAP, 30 min; hits give high values; fold of DMSO-control signal, blank-subtracted. activation factor at 20 µM. hit rate 0.17% among 200,000;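 active means activation factor of 2 or more at 20 µM, a signal rise over negative controls twice the positive control's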
STAT3 activator: IL-6 driven STAT3 reporter potentiators, primary screen, U3A cells, luciferase, luminescence, MLSCN library. activation (% of control), % at 5.6 µM. IL-6 STAT3-luciferase reporter; 100% = signal with IL-6 EC80 alone. hit rate 0.91% among 190,000;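 active means activation above the screen-wide mean of compound activation plus 3 SD, cut at about 130% in these data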;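 further: 0% = background luminescence of wells with medium and substrate only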
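Assay system – human STAT1-deficient U3A cells with stable STAT3-luciferase reporter · Also added – IL-6 (33 ng/mL) · Schedule – compound 1 h, then IL-6 6 h at 37 °C · Technique – reporter luminescence signal · Evaluation – % activation versus median of IL-6-stimulated wells · Benchmarks – IL-6-only wells as 100% reference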
PPARg SRC3 recr: PPARgamma agonists recruiting SRC-3 coactivator, primary screen, biochemical | Peroxisome proliferator-activated receptor gamma (Homo sapiens), P37231 | biochemical PPARgamma/SRC-3 coactivator recruitment assay | activation, % at 8 µM | hit rate 0.26% among 200,000; in the data active means activation above about 23%;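 further: 0% = DMSO and 100% = reference agonist; some compounds past the cut are filed as inactive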
Starred values were filed as active, the others as inactive; / = not tested or not shown. Compounds were not picked by outcome; overall some 3.7% were active at least once.

mol	PPARg SRC2 recr	TR-FRET SRC-2 ct	STAT1 inh	STAT3 blocker	bIAP inh	ROMK primary	PPARg SRC1 recr	TNAP act hi DEA	bIAP act	STAT3 activator	PPARg SRC3 recr
CCOC(=O)c1cnn(CCOC(=O)c2ccccc2F)c1NC(=O)c1ccccc1F	0	1679	11	0	-6	-0.35	-9	1	1.1	98	-3
CCOC(=O)c1ccc(NC(=O)CN2C(=O)NC3(CCCCCC3)C2=O)cc1	-4	1805	1	-10	1	0.23	9	1	1	108	4
Cc1onc(COc2ccccc2O)c1Br	8	1493	6	13	40	/	1	1.1	0.6	90	17
Cc1cc2oc(=O)cc(CSc3nc(N)cc(N)n3)c2cc1C	1	1446	-2	-8	12	-0.22	-5	1.1	0.9	105	-5
Nn1c(Nc2ccc(Cl)cc2)nncc1=O	0	1663	-12	10	-14	-0.0071	7	1	1.1	96	6
COc1cc(/C=N/NC(=O)/C(=C\c2ccc3c(c2)OCO3)NC(=O)c2ccccc2)ccc1O	5	1757	3	-7	2	/	9	1	1	109	1
CCN(CC)S(=O)(=O)c1ccc(Cl)nc1	-10	1558	-9	1	8	0.63	7	1	0.9	107	-2
COc1ccc(C(=O)N2CCN(C3CCN(Cc4ccccc4)CC3)CC2)cc1OC	-4	1480	5	5	0	-0.48	-5	1.1	1	103	-9
COc1ccc2c(c1)SC1=NCCS(=O)(=O)N12	-1	1493	-3	9	10	0.089	1	1	0.9	97	-15
COc1ccc(NC(=O)C2CCCN2C(=O)Oc2ccccc2)cc1 (centres undefined)	-13	1323	2	4	-18	0.72	-7	1.1	1.2	98	-8
CN(C)S(=O)(=O)c1ccc(C(=O)N2CCN=C2SCc2ccccc2)cc1	6	1612	-3	9	-1	0.016	9	1	1	101	3
COC(=O)c1ccccc1NC(=O)N1CCN(c2ccc(OC)cc2)CC1	-4	1713	-4	12	3	0.71	-1	1	1	97	1
Cc1c(C(=O)NC(=S)Nc2ccc(NC(=O)c3cccs3)cc2)cccc1[N+](=O)[O-]	-9	1460	7	20	/	/	-4	/	/	86	-3
O=c1cc[nH]c2ccc(Cl)cc12	-13	1381	2	0	-8	1.7	-2	1	1.1	98	-3
N#C/C(=C\c1cc(Cl)ccc1O)C(=O)NC1CCCCC1	0	1777	1	19	7	-0.77	5	1	0.9	88	-15
O=C(COc1cccc(Oc2ccccc2)c1)Nc1ccc(SC(F)F)cc1	9	1491	0	16	35	/	2	1.1	0.7	92	3
CC(C)N1CC(C(=O)Nc2ccccc2)CC1=O (centres undefined)	7	1685	0	-1	7	-0.028	5	1	0.9	102	-13
Cc1ccc(Cl)cc1N(CC(=O)NC1CCCCC1)S(C)(=O)=O	-1	1632	9	-2	5	-0.74	5	1	0.9	105	4
CN1CCN(c2ccccc2NC(=O)c2ccc(N3CCCCC3)c([N+](=O)[O-])c2)CC1	1	1499	0	4	-7	-2.2	-10	1	1.1	102	-6
O=C(Nc1ccccc1)N1CCN(c2nc3ccccc3s2)CC1	1	1487	0	40	15	/	-4	1.1	0.8	69	7
Cc1c(C(=O)NCc2cccnc2)oc2c1C(=O)CC(C)(C)C2	3	1663	4	5	5	/	0	1	1	99	-5
O=C(O)Cc1nn(Cc2ccc(Cl)cc2)c(=O)c2ccccc12	-4	1557	-10	9	-5	0.54	-3	1	1	102	0
Cc1nc(N(C)C)c2sc(=S)n(Cc3ccccc3)c2n1	1	1712	-6	-2	-2	0.25	7	1	1	106	5
COc1ccc(OC)c(Cc2nnc(CCC(=O)NC3CCCCCCC3)o2)c1	-2	1466	-29	-1	-3	/	0	1	1	107	-3
Cc1cc(C)c(NC(=O)CN2CCN3CCCC3C2)c(C)c1 (centres undefined)	8	1561	1	-1	-4	/	-2	1	1	103	13
COc1ccc(-c2onc(C)c2-c2cscn2)c(O)c1	1	1669	1	1	-6	-0.74	6	1	1.1	101	-1
C[C@H](NC(N)=O)C(=O)Nc1ccc(OCc2ccccc2)cc1	-4	1444	-35	-7	-3	-0.91	1	1	1	108	-2
CCC(=O)N1CCc2cc(S(=O)(=O)CCC(=O)NCc3ccc4c(c3)OCO4)ccc21	-1	1578	5	-4	8	/	7	1	0.9	108	5
Cc1ccc(C2=N/C(=C\c3cccs3)C(=O)N2Nc2ccccc2)cc1	-7	1489	1	5	21	/	-4	0.9	0.8	99	-1
CC(C)NC(=O)CCCOc1ccc(Cl)cc1Cl	10	1670	-10	4	6	-0.47	-1	1.1	0.9	96	13
Cc1ccc2sc(NC(=O)CN3C(=O)c4ccccc4C3=O)nc2c1C	3	1544	13	0	9	0.15	3	1	0.9	99	3
CCCCn1c(SCc2nc(N)nc(Nc3ccccc3C)n2)nc2ccccc2c1=O	-5	1460	10	6	4	/	-2	1	1	101	-10
COC(=O)c1cc(Br)ccc1NC(=O)Nc1ccccc1	8	1468	1	3	-2	/	0	1.1	1	97	8
Cc1cccc2[nH]c(SCC(=O)O)nc12	4	1631	1	5	7	0.45	2	1	0.9	100	-2
CC(=O)c1cccc(NC(=O)c2cc(C)no2)c1	1	1606	4	-2	-8	/	5	1	1.1	102	8
c1ccc(C2(c3ccccc3)OCC(Cn3cncn3)O2)cc1 (centres undefined)	-9	1659	5	-3	-3	/	10	1	1	106	-9
O=C(c1ccccc1)c1cnc(Nc2ccc(Cl)c(Cl)c2)s1	4	1618	-8	20	14	/	-4	1	0.9	86	12
O=C(COc1ccc(Cl)cc1Cl)NCc1ccco1	4	1491	-24	13	14	-0.55	8	1	0.9	90	3
O=C(c1cnn2c(C(F)F)cc(C3CC3)nc12)N1CCc2ccccc2C1	8	1609	0	18	-1	/	6	1	1	89	-7
Cc1cc(OCC(=O)NCCCN(C)C)cc(C)c1Br	11	1601	1	0	-11	-0.86	9	1.1	1.1	103	5
S=c1[nH]nc(Cc2ccc(Cl)cc2)n1-c1ccc2c(c1)OCCO2	-2	1540	-2	3	-20	-0.34	-2	1	1.2	99	-2
Cc1ccc(OCC(=O)Nc2cccc(C)n2)c(C)c1	-2	1644	-16	26	15	/	2	1	0.8	81	2
Cc1ccc(NC(=O)c2sc3nc(CCl)[nH]c(=O)c3c2C)c(C)c1	-2	1433	-32	-7	-24	-1.1	-3	1.1	1.2	107	-2
O=C(Nc1ccc([N+](=O)[O-])cn1)c1ccc(Br)o1	14	1652	-12	14	23	0.88	2	1	0.8	88	2
C=CCn1c(N)c(-c2nc3ccccc3n2C)sc1=S	5	1308	-1	20	-9	/	-8	1	1.1	87	7
CCC1CCc2c(sc(NC(=O)c3ccoc3C)c2C(N)=O)C1 (centres undefined)	2	1328	-13	1	16	0.33	0	1.1	0.8	100	-2
COc1ccc(NC(=O)CSc2nc(NS(=O)(=O)c3ccccc3)cc(=O)[nH]2)cc1	-2	1524	3	5	9	-0.081	6	1.1	0.9	98	10
O=C(NCCCl)NNc1c(Cl)cc(Cl)cc1Cl	5	1667	4	4	8	0.16	-2	1	0.9	98	5
Cc1cc(C)n(-c2nc(NCc3cccnc3)c3c4c(sc3n2)COC(C)(C)C4)n1	0	1470	-7	-11	-18	0.079	-4	1	1.2	112	-4
Nc1c(N2CCN(c3ccccc3)CC2)c2ccccc2oc1=O	1	1449	6	22	11	/	0	1.1	0.9	88	-1
COc1ccc(C(CNC(=O)c2cc(F)c(F)c(F)c2F)N2CCOCC2)cc1 (centres undefined)	1	1483	-6	-4	-2	0.52	7	1	1	111	0
Cc1ccc(S(=O)(=O)/N=C/c2ccco2)cc1	9	1555	1	4	15	-0.067	0	1.1	0.8	101	5
CCN1CCN(C(=S)NCCOC)CC1	2	1556	2	17	-10	-0.21	3	1.1	1.1	90	-1
